GLD-1 TGE inh = GLD-1-TGE RNA interaction inhibition (C. elegans); AID 2280; inhibition, % at 5.96 µM; Q17339; actives 0.44% (n = 320,000); purified GLD-1 + fluorescein TGE RNA, fluorescence polarization;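 active = percent inhibition above a per-plate cutoff, the plate mean of test compounds plus 3 SD, cut at about 30% in these data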;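 note: 0% = DMSO wells with GLD-1 and probe and 100% = wells lacking GLD-1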
Target sequence (Q17339 whole entry, looked up): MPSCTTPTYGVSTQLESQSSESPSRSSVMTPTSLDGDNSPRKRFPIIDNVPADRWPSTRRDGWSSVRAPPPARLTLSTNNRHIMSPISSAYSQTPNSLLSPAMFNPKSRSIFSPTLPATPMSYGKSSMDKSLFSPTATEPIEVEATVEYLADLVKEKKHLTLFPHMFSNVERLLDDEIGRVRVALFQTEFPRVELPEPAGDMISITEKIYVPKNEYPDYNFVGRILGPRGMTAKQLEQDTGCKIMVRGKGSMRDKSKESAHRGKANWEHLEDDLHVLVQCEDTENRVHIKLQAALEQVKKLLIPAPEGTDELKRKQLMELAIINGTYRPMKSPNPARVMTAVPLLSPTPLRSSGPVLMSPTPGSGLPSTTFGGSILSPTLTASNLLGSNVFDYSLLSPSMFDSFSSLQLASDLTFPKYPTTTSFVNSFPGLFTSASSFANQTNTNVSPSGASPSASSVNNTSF
CIT2 TOR yeast = alters CIT2-GFP fluorescence in TOR pathway yeast screen; S. cerevisiae CIT2-GFP strain, flow cytometry, 3 h; 100 means same as DMSO wells; GFP response vs DMSO, % at 10 µM; actives 0.065% (n = 320,000); AID 2029;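 active = GFP response relative to DMSO above a set limit, near the screen mean plus 3 SD, cut at about 150% in these data; inconclusive = Fewer than 70 cells measured for a yeast strain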;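 note: ratio of well median GFP fluorescence to mean of DMSO wells on the plate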
VLA-4 inh = inhibition in a human VLA-4 binding assay; P13612; VLA-4 expressing cells, ligand binding flow cytometry; inhibition, % (about 7 µM as worked out from the volumes in the protocol); actives 0.2% (n = 330,000); AID 2557; in the data active = inhibition above about 50%
MCL1 BIM primary = disrupts human MCL1 binding to BIM-BH3 peptide; actives 0.68% (n = 320,000); inhibition, % at 10.9 µM; GST-MCL1 / FITC-Bim-BH3 fluorescence polarization; Q07820;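 active = inhibition above the mean inhibition of all tested compounds plus 3 SD, set per campaign, cut at about 40% in these data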;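 note: 0% = DMSO wells and 100% = unlabeled Bim-BH3 peptide control; higher means more loss of mP so more displacement of Bim peptide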
BCLXL inh = Bcl-xL (human) inhibition | GST-Bcl-xL / FITC-Bim BH3 peptide fluorescence polarization | inhibition, % at 10.9 µM | actives 0.7% (n = 320,000) | AID 2129;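 active = inhibition above the mean of all tested compounds plus 3 SD, cutoff set per campaign, cut at about 30% in these data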;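 note: 0% = DMSO wells and 100% = unlabeled Bim-BH3 peptide competitor; inhibitors lower millipolarization by displacing the labeled peptide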
MEX-5 binding = C. elegans MEX-5 TCR-2 RNA binding activity; MEX-5/FITC-TCR2 RNA binding, fluorescence polarization; hits give low values; activity score (negative = inhibition of binding), % at 10 µM; actives 0.38% (n = 300,000); Q9XUB2;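 active = inhibition past about -25% in most replicates, and total fluorescence under double the plate's negative control median, limit read from the data; inconclusive = replicates evenly split on the limit, or fluorescence at least double controls; inactive = too little inhibition in most replicates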;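 note: 0% = DMSO and -100% = 5 µM competing unlabeled TCR2 RNA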
Target sequence (Q9XUB2 whole entry, looked up): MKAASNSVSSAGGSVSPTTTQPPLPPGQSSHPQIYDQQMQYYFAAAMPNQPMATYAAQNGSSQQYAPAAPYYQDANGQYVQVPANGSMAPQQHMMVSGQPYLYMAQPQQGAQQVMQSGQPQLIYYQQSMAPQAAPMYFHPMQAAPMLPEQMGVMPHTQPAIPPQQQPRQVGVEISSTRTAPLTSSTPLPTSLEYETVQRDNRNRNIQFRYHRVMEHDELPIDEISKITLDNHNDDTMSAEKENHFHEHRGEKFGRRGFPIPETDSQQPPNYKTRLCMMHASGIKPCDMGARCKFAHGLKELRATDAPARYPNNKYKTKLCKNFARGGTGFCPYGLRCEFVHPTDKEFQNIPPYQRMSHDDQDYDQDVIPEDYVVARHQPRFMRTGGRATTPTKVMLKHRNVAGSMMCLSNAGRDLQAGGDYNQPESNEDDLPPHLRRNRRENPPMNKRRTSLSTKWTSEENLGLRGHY
AGP1-GFP MLPCN = modulators of TOR pathway AGP1-GFP in S. cerevisiae; S. cerevisiae AGP1-GFP multiplex flow cytometry, 3 h; GFP as percent of DMSO wells; GFP response vs DMSO, % at 10 µM; actives 0.02% (n = 320,000); AID 2066;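 active = GFP response relative to DMSO above a set limit, near screen average plus 3 SD, cut at about 150% in these data; inconclusive = fewer than 70 cells counted for the yeast strain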;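 note: median GFP channel fluorescence of the gated AGP1 strain per well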
GRK2 aptamer HTS = inhibitors of human GRK2 displacing RNA aptamer. bead flow cytometry, FAM-aptamer displacement from GRK2. P25098. actives 0.59% (n = 330,000). inhibition of aptamer binding, % at 10 µM;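 active = inhibition of aptamer binding above 40%, roughly 3 SD of noise, on plates passing a quality check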;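 note: median bead fluorescence of bound FAM aptamer so fluorescent compounds give negative values; no value below 0 was filed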
Yeast superoxide = yeast age-related superoxide inhibition as caloric restriction mimetic | S. cerevisiae aged cells, superoxide DHE fluorescence; hits give low values | superoxide response (% of plate mean), % at 10 µM | actives 0.18% (n = 330,000);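 active = superoxide response under a set limit, about three screen SD below normal, cut at about 65% in these data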;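 note: yeast aged for seven days with compound at 30 °C before DHE staining; 100% = average MFI of all compound-treated wells on the plate with controls excluded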
The depositor's hits bear a star; u = inconclusive; x = no result given; [ ] = remark or other dose.

Values run as follows: GLD-1 TGE inh | CIT2 TOR yeast | VLA-4 inh | MCL1 BIM primary | BCLXL inh | MEX-5 binding | AGP1-GFP MLPCN | GRK2 aptamer HTS | Yeast superoxide
CN1CC(=O)N(CC(=O)Nc2ccc(Br)cc2F)C1=O
  -4 | 112 | 70* | 0 | 1 | 0.3 | 107 | 0 | 105
Cc1cc(NS(=O)(=O)c2ccc(Nc3nc(-c4sc(NC(=O)c5ccccc5)nc4C)cs3)cc2)no1
  1 | x | 3 | -4 | -3 | -3.2 | 92 | 2 | 117
CCC(=O)Nc1ccc2c(c1)Cc1cc(NC(=O)CC)ccc1-2
  x | 101 | 8 | x | x | -3.5 | 101 | 3 | 98
CC(=O)c1ccc(NC(=O)Cn2nc(C)c([N+](=O)[O-])c2C)cc1
  4 | 98 | 11 | 4 | 3 | 0.1 | 92 | 0 | 107
c1ccc(CNc2nc(N3CCOCC3)nc(N3CCOCC3)n2)cc1
  -1 | 94 | 12 | -4 | 2 | 0.4 | 97 | 1 | 86
CCCCCCC1CC(=O)NC(=S)N1 (centres undefined)
  -6 | 95 | 16 | 4 | 0 | 0.9 | 99 | 0 | 110
Cc1ccc2[nH]c(=O)c3cc(C(=O)N4CCN(C(=O)c5ccco5)CC4)sc3c2c1
  7 | 100 | -5 | 4 | 4 | 1.0 | 105 | 2 | 106
COc1cc(CCC(=O)OCC(=O)Nc2cccc(S(=O)(=O)N(C)C)c2)cc(OC)c1OC
  6 | 87 | -2 | 2 | -2 | 1.4 | 85 | 0 | 95
Cc1cccc(-n2ncc3c2CCCC3NC(=O)C2(C(N)=O)CC2)c1C (centres undefined)
  9 | 104 | 6 | 4 | -1 | 2.7 | 103 | 1 | 108
CCOC(=O)CSc1cc(C(F)(F)F)nc(-c2ccccn2)n1
  4 | 95 | 7 | 5 | -1 | -1.4 | 104 | 0 | 98
COc1ccc2nc(SCC(C)=O)c(C#N)cc2c1
  -8 | 98 | -3 | 18 | 32* | u | 95 | 2 | 94
COCCN(C(=O)Cc1cccs1)c1nnc(-c2cccnc2)s1
  1 | 88 | 11 | 6 | 2 | -0.4 | 106 | 1 | 86
Cc1oc(C(C)(C)C)cc1C(=O)N1CCN(C(c2ccccc2)c2ccccc2)CC1
  -1 | 101 | -12 | 0 | 7 | 1.0 | 107 | 4 | 91
COc1cccc(-c2nc(CS(=O)(=O)CC(=O)NC3CC3)c(C)o2)c1
  0 | 112 | 6 | 3 | 3 | -1.8 | 110 | 2 | 81
O=S(=O)(Cc1ccc(Cl)cc1)N1CCCCCC1
  10 | 93 | 0 | -1 | -3 | 1.9 | 92 | 0 | 118
O=C(O)CCCC(=O)N1CCN(c2cccc(Cl)c2)CC1
  5 | 103 | 6 | 5 | 7 | 0.2 | 101 | 1 | 90
Cc1ccc(NNC(=O)c2cc(C(C)(C)C)nn2Cc2ccccc2)cc1
  0 | 96 | 34 | -12 | 6 | -0.5 | 104 | 0 | 88
CCc1nc2ccc(C(=O)NCc3ccc(C)o3)cc2nc1CC
  -4 | 106 | 4 | -12 | -6 | 1.2 | 104 | 0 | 121
COC(=O)c1sccc1NC(=O)CSCCc1ccccn1
  -2 | 93 | 2 | 0 | 5 | -0.5 | 102 | 2 | 104
COc1ccc(C2CC(c3ccccc3)=NN2C(=O)COC(=O)c2nc3nc(C)cc(C)n3n2)cc1 (centres undefined)
  2 | 104 | 14 | -12 | -16 | 0.2 | 103 | 0 | 103
CC1CCCCN1C(=O)COC(=O)c1ccc2c(c1)C(=O)N(Cc1ccco1)C2=O (centres undefined)
  -4 | 86 | 3 | 1 | 5 | x | 93 | 3 | 91
C/C(Cc1ccccc1)=N\NC(=O)CNC(=O)Cc1ccccc1
  2 | 96 | 5 | 2 | 4 | -0.2 | 99 | 0 | 104
CC(=O)Nc1ccc(C(=O)OCC(=O)N2CCCC2)cc1
  3 | 93 | -2 | 0 | -1 | 1.6 | 97 | 2 | 104
OCCNc1nc(Nc2ccccc2)nc(Nc2ccccc2)n1
  7 | 85 | 12 | -2 | 2 | 1.0 | 94 | 2 | 115
O=C(Cn1nnc(-c2ccccc2)n1)N/N=C/c1ccc(-c2ccc(Cl)cc2)o1
  0 | 100 | 3 | -3 | 4 | -0.8 | 101 | 0 | 92
COc1ccc(-c2csc3ncn(-c4ccc(C)cc4)c(=O)c23)cc1OC
  0 | 92 | 6 | -2 | 3 | 1.3 | 94 | 1 | 121
COc1ccc2c(c1)CCC(C)N2S(=O)(=O)c1ccc(C2CNC(=O)C2)cc1 (centres undefined)
  -3 | 96 | -1 | 5 | 2 | 2.3 | 96 | 1 | 110
Cc1ccnc(SCc2cn3c(C)cccc3n2)n1
  -2 | 92 | 7 | 6 | 9 | 0.4 | 99 | 1 | 109
CCN(CC)CCNC1=NCCn2c1cc1cc(OC)ccc12
  4 | 90 | 10 | 2 | 2 | -1.0 | 96 | 0 | 102
COc1ccc2cc(/C=N/NC(=O)c3c(Cl)cnn3C)c(Cl)nc2c1
  -4 | 107 | -14 | 12 | 12 | 0.1 | 98 | 0 | 98
N/C(COc1ccc(Cl)cc1)=N\NS(=O)(=O)c1ccccc1
  8 | 96 | -6 | 1 | -3 | 1.3 | 89 | 0 | 99
COc1cccc(CNC(=O)COC(=O)CNC(=O)c2ccc(-c3ccccc3)cc2)c1
  2 | 94 | 14 | 2 | 7 | x | 104 | 0 | 100
C=CCOc1ccc(/C=N/O)cc1Cl
  -6 | 86 | 9 | 0 | 2 | 1.2 | 73 | 0 | 110
COc1ccc(NC(=O)/C=C/c2ccc(C)o2)cc1S(=O)(=O)N1CCOCC1
  13 | 106 | 0 | 14 | 14 | -1.0 | 93 | 0 | 91
CCOC(=O)COc1ccc(S(=O)(=O)NC2CC2)cc1
  5 | 102 | 1 | 6 | 4 | -0.5 | 96 | 0 | 58*
Cn1c(SCC(=O)NC2CCCCC2)nnc1-c1ccccc1O
  3 | 104[may fluoresce green] | 0 | -4 | -6 | 2.2 | 102[may fluoresce green] | 0 | 112
Cc1cc(C)n2nc(SC(C)C(=O)N3CC(C)OC(C)C3)nc2n1 (centres undefined)
  20 | 97 | -3 | x | x | x | 101 | 0 | 90
Cc1ccc(S(=O)(=O)ON2C(=O)c3cccc4cccc(c34)C2=O)cc1
  8 | 109 | -1 | 7 | 4 | 4.5 | 111 | 3 | 88
Cc1ccc(C(CNS(=O)(=O)c2ccccc2)N2CCN(C)CC2)cc1 (centres undefined)
  -4 | 90 | -3 | 6 | 6 | -0.8 | 94 | 0 | 96
Nc1nc(NCc2ccccc2)nc(Nc2ccc(F)cc2)c1[N+](=O)[O-]
  11 | 104 | 19 | -6 | 2 | 2.3 | 113 | 2 | 101
Cc1ccc(-c2ccc(/C=N/N3C(=O)C4C5C=CC(C6CC56)C4C3=O)o2)c([N+](=O)[O-])c1 (centres undefined)
  17 | 92 | 2 | 17 | 25 | x | 91 | 2 | 102
COC(=O)CCC(=O)OC1(C)C(=O)C2=CN(c3ccc(OC)cc3)C(c3ccc(OC)cc3)=CC2=C(Br)C1=O (centres undefined)
  13 | 91 | -12 | 13 | 19 | -6.2 | 96 | 20 | 86
Cc1ccnn1CC(=O)N/N=C/c1cn[nH]c1-c1ccccc1
  -6 | 100 | 9 | 6 | -1 | 1.6 | 102 | 3 | 101
Cc1ccc(NC(=O)CN2CC(C)SC2=NC2CCCCC2)cc1 (centres undefined)
  -1 | 102 | 18 | -17 | -9 | x | 102 | 0 | 113
COc1cc(C2NC(=O)NC(C)=C2C(=O)OC2CCC(C)CC2)ccc1O (centres undefined)
  -3 | 100 | 5 | 10 | 1 | -3.1 | 97 | 3 | 112

Laid out differently: entries from further up
Structure: COc1ccc(NC(=O)/C=C/c2ccc(C)o2)cc1S(=O)(=O)N1CCOCC1
  GLD-1 TGE inh: 13	CIT2 TOR yeast: 106	VLA-4 inh: 0	MCL1 BIM primary: 14	BCLXL inh: 14	MEX-5 binding: -1.0	AGP1-GFP MLPCN: 93	GRK2 aptamer HTS: 0	Yeast superoxide: 91

Structure: CCOC(=O)COc1ccc(S(=O)(=O)NC2CC2)cc1
  GLD-1 TGE inh: 5	CIT2 TOR yeast: 102	VLA-4 inh: 1	MCL1 BIM primary: 6	BCLXL inh: 4	MEX-5 binding: -0.5	AGP1-GFP MLPCN: 96	GRK2 aptamer HTS: 0	Yeast superoxide: 58*

Structure: Cn1c(SCC(=O)NC2CCCCC2)nnc1-c1ccccc1O
  GLD-1 TGE inh: 3	CIT2 TOR yeast: 104[may fluoresce green]	VLA-4 inh: 0	MCL1 BIM primary: -4	BCLXL inh: -6	MEX-5 binding: 2.2	AGP1-GFP MLPCN: 102[may fluoresce green]	GRK2 aptamer HTS: 0	Yeast superoxide: 112

Structure: Cc1cc(C)n2nc(SC(C)C(=O)N3CC(C)OC(C)C3)nc2n1 (centres undefined)
  GLD-1 TGE inh: 20	CIT2 TOR yeast: 97	VLA-4 inh: -3	MCL1 BIM primary: x	BCLXL inh: x	MEX-5 binding: x	AGP1-GFP MLPCN: 101	GRK2 aptamer HTS: 0	Yeast superoxide: 90

The results go on.
Values run as follows: GLD-1 TGE inh | CIT2 TOR yeast | VLA-4 inh | MCL1 BIM primary | BCLXL inh | MEX-5 binding | AGP1-GFP MLPCN | GRK2 aptamer HTS | Yeast superoxide
CCOc1ccc(NC(=O)CCNS(=O)(=O)c2cccs2)cc1
  0 | 92 | 3 | 1 | 1 | -2.2 | 94 | 0 | 89
CC1NC(=O)NC1CCCCCC(=O)Nc1ccc(F)cc1 (centres undefined)
  7 | 96 | 2 | 6 | 2 | -0.4 | 96 | 0 | 98
CN(C)CCNC(=O)c1c(O)c2c([nH]c1=O)CCCC2
  -7 | 104 | 9 | -5 | 5 | -4.8 | 100 | 1 | 109
COCCOc1nc2c(c(=O)n(C)c(=O)n2C)n1CCc1ccccc1
  -4 | 87 | 2 | -2 | -2 | 1.3 | 95 | 0 | 97
CC(=O)Nc1ccc(NC(=O)Nc2ccc(C)cc2C)cc1
  10 | 96 | 7 | -5 | 0 | -2.5 | 84 | 5 | 80
CC(C)(C)N1C(=O)c2ccc(C(=O)Nc3ccc(C(=O)O)cc3)cc2C1=O
  -1 | 103 | 5 | -1 | 3 | 2.4 | 98 | 1 | 103
OCCC#Cc1ccc(CN2CCN(Cc3ccsc3)C(CCO)C2)cc1 (centres undefined)
  5 | 104 | 11 | 4 | 4 | -0.2 | 104 | 1 | 89

Molecules listed so far that contain a COOH group, in the order listed:
Values run as follows: GLD-1 TGE inh | CIT2 TOR yeast | VLA-4 inh | MCL1 BIM primary | BCLXL inh | MEX-5 binding | AGP1-GFP MLPCN | GRK2 aptamer HTS | Yeast superoxide
O=C(O)CCCC(=O)N1CCN(c2cccc(Cl)c2)CC1
  5 | 103 | 6 | 5 | 7 | 0.2 | 101 | 1 | 90
CC(C)(C)N1C(=O)c2ccc(C(=O)Nc3ccc(C(=O)O)cc3)cc2C1=O
  -1 | 103 | 5 | -1 | 3 | 2.4 | 98 | 1 | 103

Assay outcomes (PubChem BioAssay)
